DNA FID counter – counter-screen for HCV NS3 helicase inhibitors: DNA intercalator displacement; AID 1845; DNA fluorescent intercalator displacement, fluorescence; inhibition, % at 7.9 µM; 290,000 compounds, 0.17% hits; in the data active = inhibition above about 37%;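 also: 0% = vehicle and 100% = reference compound; higher means more ethidium bromide displaced from hairpin DNA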
GalR3 antag – blocks the human galanin receptor 3. inhibition, % at 3 µM. HEK293 GalR3-CNG cAMP membrane potential fluorescence; galR3 body fused to GalR1 C-terminus. O60755. 360,000 compounds, 0.44% hits;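 active = inhibition above the screen-wide average plus 3 SD, cut at about 13% in these data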;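 also: forskolin and galanin both at EC90 stimulate the cells; cAMP rise reported by CNG channel membrane potential dye signal; 0% = forskolin plus galanin with DMSO and 100% = forskolin alone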
Target sequence (O60755 1-299 limits assumed): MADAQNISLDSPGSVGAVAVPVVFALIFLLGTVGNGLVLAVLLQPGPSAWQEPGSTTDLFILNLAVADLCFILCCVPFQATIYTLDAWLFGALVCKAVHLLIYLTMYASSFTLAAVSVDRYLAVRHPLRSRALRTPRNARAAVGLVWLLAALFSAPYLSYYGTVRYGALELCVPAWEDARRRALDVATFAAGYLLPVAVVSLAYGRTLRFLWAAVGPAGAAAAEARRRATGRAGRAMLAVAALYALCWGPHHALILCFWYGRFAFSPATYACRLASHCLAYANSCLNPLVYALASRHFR
GPR7 antagonist – blocks human GPR7 receptor signaling; GPR7-expressing cells, fluorescence antagonist assay; AID 1861; P48145; 290,000 compounds, 1.1% hits; inhibition, % at 4.4 µM; in the data active = inhibition above about 16%, passing the limit was not always enough;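 also: cells stimulated with the agonist NPW; 0% = agonist with vehicle and 100% = vehicle without agonist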
Target sequence (P48145 whole entry, looked up): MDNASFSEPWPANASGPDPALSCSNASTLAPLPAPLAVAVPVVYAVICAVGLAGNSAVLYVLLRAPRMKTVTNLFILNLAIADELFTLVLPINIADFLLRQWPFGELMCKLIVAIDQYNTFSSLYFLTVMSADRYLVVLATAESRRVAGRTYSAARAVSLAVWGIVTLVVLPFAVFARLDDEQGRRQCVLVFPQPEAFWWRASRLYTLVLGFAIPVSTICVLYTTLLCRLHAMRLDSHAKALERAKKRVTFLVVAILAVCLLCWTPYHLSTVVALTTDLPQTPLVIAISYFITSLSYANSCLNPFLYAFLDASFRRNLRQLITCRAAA
OXTR ag – activates the human oxytocin receptor | 320,000 compounds, 0.32% hits | CHO-OTR cells, Fluo-8 calcium fluorescence; normalized: DMSO 0%, oxytocin 100% | P30559 | activation, % at 3 µM;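 active = activation above the mean of all tested compounds plus 3 SD, cutoff set per screening run, cut at about 20% in these data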;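 also: peak over basal fluorescence ratio from a 100 s FLIPR kinetic read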
PHOSPHO1 inh – blocks human PHOSPHO1 phosphatase activity. Q8TCT1. recombinant PHOSPHO1, absorbance phosphatase assay. inhibition, % at 13.3 µM. 290,000 compounds, 1.1% hits. AID 1565; in the data active = inhibition above about 60%
Target sequence (Q8TCT1 whole entry, looked up): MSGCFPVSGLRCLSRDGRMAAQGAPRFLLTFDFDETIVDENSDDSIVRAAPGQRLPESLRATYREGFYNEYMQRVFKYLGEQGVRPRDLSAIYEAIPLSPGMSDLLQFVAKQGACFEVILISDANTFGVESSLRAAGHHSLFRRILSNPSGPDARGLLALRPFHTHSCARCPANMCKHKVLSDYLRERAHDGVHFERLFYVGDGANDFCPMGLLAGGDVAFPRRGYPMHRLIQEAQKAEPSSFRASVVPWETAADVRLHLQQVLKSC
VIM-2 inhibitor – blocks Pseudomonas aeruginosa VIM-2 metallo-beta-lactamase; purified VIM-2, nitrocefin hydrolysis, epi-absorbance fluorescence; inhibition, % at 5.6 µM; 290,000 compounds, 0.89% hits; AID 1527;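 active = inhibition above the mean of all tested compounds plus 3 SD, cutoff set per screening run, cut at about 7.5% in these data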;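 also: red hydrolysis product quenches plate fluorescence so inhibitors raise well fluorescence; 0% = enzyme with DMSO and 100% = DMSO without enzyme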
V1aR counter – activates human V1a receptor in oxytocin agonist counter-screen. P37288. CHO-V1R cells, Fluo-8 calcium fluorescence, agonist mode; 0% DMSO, 100% 3 nM vasopressin. activation, % at 3 µM. 320,000 compounds, 0.25% hits. AID 2797;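 active = activation above the mean activation of all tested compounds plus 3 SD, per screening run, cut at about 20% in these data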;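 also: signal is peak over basal fluorescence ratio across a 100 second FLIPR read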
IMP-1 inhibitor – blocks Pseudomonas aeruginosa IMP-1 metallo-beta-lactamase | inhibition, % at 5.6 µM | 290,000 compounds, 0.45% hits | purified IMP-1, nitrocefin hydrolysis, epi-absorbance fluorescence;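 active = inhibition above the mean plus 3 SD of all compounds in the same screening run, cut at about 4.5% in these data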;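 also: 0% = IMP-1 with DMSO and 100% = DMSO wells lacking enzyme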
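System: Purified recombinant IMP-1 metallo-beta-lactamase enzyme | Measured by: Fluorescence quenching readout, ex 480/em 530 nm | Replication: Singlicate | Incubation: 15 min preincubation plus 25 min reaction at 25 °C | Evaluation: Percent inhibition from optical density relative to buffer-blank wells | Benchmarks: DMSO with and without IMP-1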
HCV NS3 hel inh – inhibitors of Hepatitis C virus NS3 helicase. inhibition, % at 10.9 µM. NS3 helicase DNA unwinding, Cy5 molecular beacon fluorescence. 290,000 compounds, 0.56% hits;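 active = inhibition above the mean of all tested compounds plus 3 SD, set per campaign, cut at about 35% in these data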;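 also: 0% = DMSO wells and 100% = thioflavine S control wells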
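System: HCV NS3 helicase fragment; control set: DMSO and thioflavine S; technique: Cy5 fluorescence at 0 and 60 min, beacon hairpin quenching; reagent: beacon DNA duplex substrate plus ATP; replicates: singlicate; schedule: 1 h reaction at 25 °C, ATP-initiated; medium: MOPS buffer pH 6.5 with MgCl2, DTT, Tween20, BSA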
* hit, by the source's call; x = no result given.

molecule	DNA FID counter	GalR3 antag	GPR7 antagonist	OXTR ag	PHOSPHO1 inh	VIM-2 inhibitor	V1aR counter	IMP-1 inhibitor	HCV NS3 hel inh
Cc1cccc(NC(=O)NC2(C(=O)NCc3ccco3)CCCCC2)c1	-11	1	-6	0.0	14	-3.8	0.2	-3.2	5
COc1cc(/C=C(\C#N)C(=O)Nc2cccc(C(=O)O)c2)ccc1OCc1ccc(Cl)cc1	5	-9	4	-0.1	23	-2.4	1.0	2.8	-14
O=C(NC1CC1)c1c(O)c2ccccc2[nH]c1=O	-6	-8	13	x	31	0.3	x	-1.5	-1
O=C(CNC(=S)N(Cc1ccccc1)Cc1cccs1)NCc1ccc(F)cc1	-7	-3	1	x	-8	-0.9	x	-2.5	-7
C=CCc1ccc(OC(=O)NC2CCCCC2)c(OC)c1	-28	-10	6	-0.4	25	-1.6	-1.2	-3.5	-5
Cc1c(Cl)cccc1NC(=O)[C@@H](NC(=O)c1ccccc1Cl)C(C)C	-3	-4	5	-1.8	-12	-4.2	-1.7	-3.3	14
CCNS(=O)(=O)c1ccc(NC(=O)Cn2cc([N+](=O)[O-])cn2)cc1	5	2	17	1.0	8	-2.2	2.4	-2.7	-2
CCC(C(=O)NC1CCN(C)CC1)c1ccccc1 (stereo unspecified)	-2	-3	-20	-0.2	26	-1.6	-0.5	-2.8	-7
C/C(=N/NS(C)(=O)=O)c1ccc2ccccc2c1	0	-3	-6	2.5	10	-4.0	0.0	-3.1	-13
Cc1cnc(C(=O)OCC(=O)N2CCc3ccccc32)cn1	-6	-4	-11	-0.3	-8	0.9	0.4	-2.1	-11
COc1ccc(OCCNC(=O)c2ccc(C)cc2)cc1	-11	-5	-8	-1.5	33	-0.3	-0.8	-1.1	-5
CCC1CCCCN1CCCNC(=O)CCNC(=O)Cn1cnc2ccccc2c1=O (stereo unspecified)	-7	-11	-3	0.5	18	0.6	-0.1	-2.6	1
O=C(c1ccc2snnc2c1)N1CCN(c2ccccn2)CC1	-15	1	9	0.2	10	0.9	0.1	-0.8	3
Cc1ccnc(NCc2ccc(Cl)cc2)c1	-7	-10	-12	-1.8	24	-2.2	-1.3	-1.1	-5
CCn1nc(C(=O)Nc2ccc(S(=O)(=O)Nc3nccs3)cc2)c2ccccc2c1=O	-19	-4	2	0.6	20	2.3	0.7	-1.0	2
Cc1cc(C)nc(Oc2ccc(Br)cc2Br)n1	-4	-7	-3	-2.2	24	-5.0	-1.1	-0.5	10
CCOC(=O)c1c(Nc2ccccc2N)cc(C)nc1C	3	-3	-13	-0.7	2	-1.2	-0.1	-6.4	0
O=C(CCSc1nnc2ccc3ccccc3n12)Nc1ccc(F)cc1	0	-7	2	1.3	31	-1.0	-0.2	-2.4	-8
CCOC(=O)C1=c2/c(=C/c3ccccc3OC)c(N)c(C#N)n2C(=O)C(c2ccccc2OC)S1 (stereo unspecified)	-43	x	-8	x	4	-2.0	x	-1.5	8
Cc1ccc(S(=O)(=O)Nc2cccc(C(=O)N3CCOCC3)c2)c(C)c1NS(C)(=O)=O	-17	-9	1	-0.9	15	-1.8	3.2	-2.5	6
O=C(NCc1ccco1)c1ccccc1	-4	-6	3	0.7	10	-1.9	17	-3.4	19
COc1ccccc1N1CCN(C(=O)CCc2nnc3ccc(N4CCCC4)nn23)CC1	-49	0	-17	2.1	53	-2.7	2.5	-1.6	9
CCOC(=O)COc1ccccc1C1Nc2ccccc2C(=O)N1c1cccc(Cl)c1 (stereo unspecified)	-29	-9	3	-0.4	48	-1.2	0.0	-3.2	2
CC(C)c1ccc(N2C(=O)[C@@H]3Cc4ccccc4CN3C2=O)cc1	-11	-1	9	12	29	-2.1	2.8	-3.1	1
N/C(=N\S(=O)(=O)c1ccc(Cl)cc1)N1CCOCC1	-1	-4	-9	1.1	42	-2.2	0.6	-0.8	1
CCOC(=O)NC1C=CS(=O)(=O)C1 (stereo unspecified)	0	1	-9	0.5	22	-1.9	0.3	0.6	0
O=C(CSc1ccc(-c2nc3ccccc3[nH]2)cn1)Nc1ccc(S(=O)(=O)N2CCCC2)cc1	-6	0	-9	0.9	-12	-1.4	3.6	-3.0	-16
O=C(/C=C/c1ccco1)N/C(=C\c1ccccc1)C(=O)NCCc1nc2ccccc2[nH]1	-21	-5	8	-0.3	0	-1.4	0.1	-2.1	15
CCOC(=O)c1c(CSC(=N)N)n(-c2ccc(Br)cc2)c2cc(Br)c(OC(C)=O)cc12	11	-14	6	x	2	-2.0	x	-3.8	-87
Cc1ccc(-c2nc(CS(=O)CC(=O)N3CCN(c4ncccn4)CC3)c(C)o2)cc1 (stereo unspecified)	-37	x	-15	-1.2	11	-1.5	-0.6	-1.8	2
O=C(c1cccs1)N1CCN(Cc2ccccc2[N+](=O)[O-])CC1	-2	-1	-4	0.0	-6	2.3	1.4	-0.8	-15
O=C(N/N=C/c1ccc(Cl)cc1Cl)c1ccncc1	-13	-3	6	-1.6	14	-0.7	-0.6	0.7	3

Retrieved one by one from the list above (2):
molecule	DNA FID counter	GalR3 antag	GPR7 antagonist	OXTR ag	PHOSPHO1 inh	VIM-2 inhibitor	V1aR counter	IMP-1 inhibitor	HCV NS3 hel inh
CCOC(=O)NC1C=CS(=O)(=O)C1 (stereo unspecified)	0	1	-9	0.5	22	-1.9	0.3	0.6	0
CCOC(=O)c1c(CSC(=N)N)n(-c2ccc(Br)cc2)c2cc(Br)c(OC(C)=O)cc12	11	-14	6	x	2	-2.0	x	-3.8	-87

More compounds follow:
molecule	DNA FID counter	GalR3 antag	GPR7 antagonist	OXTR ag	PHOSPHO1 inh	VIM-2 inhibitor	V1aR counter	IMP-1 inhibitor	HCV NS3 hel inh
Cc1nc2nc(C)n(-c3ccccc3)c2s1	0	-1	-14	-1.6	71*	-0.2	-0.7	-6.6	5
COc1cccc(OC)c1C(=O)Nc1ccc2c3c(cccc13)CC2	-19	2	-2	-1.1	13	-0.8	2.1	-3.3	11
Cc1ccc(/C=N\NC(=O)Cc2cccn2C)o1	-14	-4	3	-1.3	-7	-4.5	3.4	-5.4	8
O=C(O)CN1C(=O)/C(=C\c2cn(CC(=O)N3CCOCC3)c3ccccc23)SC1=S	-22	-2	-6	3.9	42	-2.4	4.1	-0.3	-6
COc1ccc(C)cc1NC(=O)c1ccc(OC(F)F)cc1	-1	-3	5	-2.3	-3	-3.3	-1.4	-2.2	-6
COc1cc(C)nc(NCc2ccccc2)n1	-5	-4	-11	-1.8	25	-2.2	-0.4	-2.7	-2
Cc1ccc2nc(SCC(=O)NCc3ccc(S(N)(=O)=O)cc3)[nH]c2c1	-5	-3	9	-1.0	8	-0.7	-0.5	-0.8	6
CN(C)CCN1C(=O)C2C(C(=O)Nc3cc(Cl)cc(Cl)c3)C3C=CC2(O3)C1C(=O)NC1CCCCC1 (stereo unspecified)	14	-9	4	-0.2	20	-5.3	-0.1	-3.2	-38
COc1ccc(C2C(C(=O)c3ccccc3)N3c4ccccc4C=CC3C2[N+](=O)[O-])cc1 (stereo unspecified)	-14	-3	-8	x	28	-0.5	x	0.6	4
Cc1cccc(CS(=O)(=O)c2cn(CC(=O)N3CCOCC3)c3ccccc23)c1	-34	-5	-7	0.1	17	-4.3	1.4	-4.2	-1
CC(C)CCNC(=O)CCCOc1ccccc1	-4	2	1	-1.2	11	-5.6	-0.1	-3.5	-1
CCCC(=O)Nc1cc2c(cc1C(C)=O)OCCO2	-6	-5	-14	-1.8	55	-1.3	-1.2	-2.1	5
COCCCNC(=O)Cn1nnc(-c2ccc(NC(=O)c3ccccc3F)cc2)n1	-11	3	-6	-0.3	-1	0.0	1.9	-1.9	-5
CCC1(C)Cc2ccccc2-c2nc(SCC(N)=O)[nH]c(=O)c21 (stereo unspecified)	-28	-11	-8	-0.2	20	-0.7	0.1	-2.5	-1
CCOC(=O)c1ccc(N=C2SC(C(=O)Nc3ccc(C(=O)O)cc3)CC(=O)N2Cc2cccs2)cc1 (stereo unspecified)	-14	5	-2	-1.0	-29	0.6	-0.9	0.1	0
Cc1nc2ccccc2nc1CN1CCN(Cc2ccc(F)c(F)c2)C(CCO)C1 (stereo unspecified)	-3	-6	-5	-0.7	23	-1.0	0.2	-3.2	-7
O=C(COC(=O)CSc1ccc([N+](=O)[O-])cc1)NCCCc1ccccc1	-19	0	-4	0.3	37	-1.1	2.8	-1.6	-1
O=C(CSc1nnc(SCC(=O)NCc2ccc3c(c2)OCO3)s1)NCc1ccc2c(c1)OCO2	1	-5	-14	x	3	-2.0	x	-3.1	0
Cc1cc(C)nc(N2CCCC(C(=O)NCC(c3ccccc3)c3ccccc3)C2)n1 (stereo unspecified)	-7	-1	3	-2.9	-20	1.1	-1.4	1.7	23
Cc1cc(Br)c(NC(=O)Cn2c([N+](=O)[O-])cnc2C)cc1C	-1	-12	4	0.0	46	-4.8	1.0	-3.2	3
C=CCn1c(C)c(C(C)=O)c(N2CCOCC2)nc1=S	1	6	4	0.2	6	0.1	0.5	-3.0	1
Cc1nc(N2CCCCC2)c2ccsc2n1	-1	-5	3	1.9	10	-2.3	2.6	-3.0	-2
O=C(NNC1=NS(=O)(=O)c2ccccc21)c1cccc([N+](=O)[O-])c1	4	-8	-16	0.9	52	-1.5	1.1	-1.7	2
O=C(CN1C(=O)COc2ccccc21)NNC(=O)Nc1ccccc1F	-11	-9	-2	0.3	18	-3.6	0.4	-3.4	-1
COc1cc(CCCN2C(=O)C(=O)NC[C@@H]2c2ccccc2)cc(OC)c1OC	x	-2	x	-0.7	25	x	0.4	x	x
CCOc1ccc(N(C(=O)CNC(=O)c2ccco2)C(C(=O)NC2CCCC2)c2cccnc2)cc1 (stereo unspecified)	-37	-8	-8	0.1	35	-3.7	0.2	-6.6	1
CCOc1ccc2nc3sc(C(=O)N4CCN(C)CC4)c(N)c3cc2c1	6	-6	-11	0.1	-16	3.7	1.7	-5.2	-1
CCN(C(=O)Cn1c(=O)oc2ccccc21)c1cccc(C(F)(F)F)c1	-15	-3	-16	-1.8	2	-5.6	-1.1	-2.8	4
CCCCNC(=O)c1ccccc1NC(=O)CCC	3	-4	-2	-0.8	30	-1.2	0.5	-2.3	7
Clc1ccc(Cc2ccccc2)nn1	-10	1	-15	1.0	14	-1.7	-0.3	-1.1	17
O=C(CC1OCC2CCCN2C1=O)Nc1ccc([N+](=O)[O-])cc1 (stereo unspecified)	-10	-1	2	0.7	-11	-2.8	-0.3	-3.4	14
Cc1ccc(C(=O)NC2CCCN(c3ccc(C(F)(F)F)cn3)C2)cn1 (stereo unspecified)	-30	-3	4	-0.5	38	-0.1	1.5	1.3	-2
COc1cc(CNC(=O)C2CCCC2)cc(OC)c1OC	-7	-5	-10	-0.8	30	-0.7	0.7	-2.3	-4

The order is random; 4.3% or so of the library scored in one or more.
